Compound activity as filed in PubChem.
MOR-DOR ag = OPRM1-OPRD1 heterodimerization agonism | activation, % at 9.3 µM | cells, luminescence | AID 504326 | P35372+P41143 | hit rate 0.3% among 340,000; in the data active = activation above about 18%;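 note: 0% = vehicle-treated cells and 100% = reference agonist; values of inactives mirror those of a sister screen read the other way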
Target sequence (P35372 whole entry, looked up): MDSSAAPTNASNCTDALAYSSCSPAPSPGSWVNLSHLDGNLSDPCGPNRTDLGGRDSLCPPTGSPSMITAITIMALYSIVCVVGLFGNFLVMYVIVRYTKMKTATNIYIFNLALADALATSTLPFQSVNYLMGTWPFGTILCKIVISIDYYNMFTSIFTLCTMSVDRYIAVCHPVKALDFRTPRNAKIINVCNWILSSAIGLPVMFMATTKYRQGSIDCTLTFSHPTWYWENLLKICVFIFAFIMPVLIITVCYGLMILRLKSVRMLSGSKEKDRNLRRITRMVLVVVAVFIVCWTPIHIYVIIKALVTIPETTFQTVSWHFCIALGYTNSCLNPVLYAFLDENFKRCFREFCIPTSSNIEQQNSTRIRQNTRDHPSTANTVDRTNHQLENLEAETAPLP
Target sequence (P41143 whole entry, looked up): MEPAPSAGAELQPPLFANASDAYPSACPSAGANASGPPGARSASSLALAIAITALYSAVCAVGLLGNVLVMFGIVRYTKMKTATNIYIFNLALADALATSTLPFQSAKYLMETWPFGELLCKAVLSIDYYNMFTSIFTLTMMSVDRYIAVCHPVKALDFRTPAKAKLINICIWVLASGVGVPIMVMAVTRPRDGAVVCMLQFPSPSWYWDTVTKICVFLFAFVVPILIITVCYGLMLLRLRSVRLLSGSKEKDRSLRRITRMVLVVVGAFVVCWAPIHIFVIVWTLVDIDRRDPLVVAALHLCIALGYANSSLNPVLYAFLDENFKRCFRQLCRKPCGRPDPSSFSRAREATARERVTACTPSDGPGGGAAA
E coli growth = counter-screen for AddAB inhibitors: E. coli growth inhibition. E. coli V3065 growth, OD600 absorbance, 18 h. inhibition, % at 11.9 µM. hit rate 0.27% among 330,000;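 active = inhibition above the campaign's mean inhibition across all tested compounds plus 3 SD, cut at about 9.9% in these data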;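 note: uninfected addAB+ strain grown without phage in ampicillin broth; 0% = DMSO wells and 100% = ciprofloxacin 0.95 µg/ml wells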
Tat export inh = E. coli Tat transport inhibition. AID 488895. E. coli MC4100 TorA-mCherry Tat export, fluorescence. hit rate 0.036% among 340,000. inhibition, % at 10 µM;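 active = mean replicate inhibition at least 50% and at least half of replicates individually reaching 50%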;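 note: exported cargo escapes ClpAP degradation while cytoplasmic cargo is degraded and loses fluorescence; 0% = median of neutral control wells and 100% = median of NaSCN control wells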
DSG3 Ab inh = human desmoglein-3 autoantibody binding inhibition. P32926. binding (percent of control), % at 10 µM. DSG3-coupled beads, scFv-anti-DSG3-GFP binding, flow cytometry; stronger effect = lower value. AID 588358. hit rate 0.48% among 310,000;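 active = binding more than 3 SD below its plate's average and above zero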;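 note: hits lower antibody fragment binding to DSG3; some compounds called inactive have numbers as strong as hits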
PfHsp90 yeast 2 = inhibits growth of yeast expressing Plasmodium falciparum Hsp90; AID 504621; inhibition, % at 9.4 µM; S. cerevisiae expressing PfHsp90, BacTiter-Glo ATP, 48 h; yeast lacking PDR1 and PDR3 efflux regulators; hit rate 0.32% among 310,000;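 active = every replicate shows inhibition above about 80%, whatever the replicate mean, limit read from the data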;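 note: 0% = DMSO neutral controls and 100% = 20 µM radicicol positive controls; yeast relying on Plasmodium falciparum Hsp90 in place of its own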
OPRM1-OPRD1 inv = mu-delta opioid heterodimer inverse agonism; P35372+P41143; cell-based MOR-DOR heterodimer luminescence; inhibition, % at 9.3 µM; hit rate 0.21% among 340,000; in the data active = inhibition above about 22%, passing the limit was not always enough;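 note: 0% = cells with DMSO and 100% = wells without cells with DMSO; values of inactives mirror those of a sister screen read the other way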
Arr AP2 block = inhibitors of human beta-arrestin and AP2 interaction; FITC-arrestin peptide / GST-AP2 beads, flow cytometry; AP2 beta2 appendage carries R879A mutation; hit rate 0.31% among 340,000; inhibition, % at 10 µM; AID 504490;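 active = inhibition above a set limit, near 3 SD of compounds lacking own fluorescence, cut at about 54% in these data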;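 note: plate controls were DMSO wells for no effect and 5 µM unlabelled arrestin peptide for full effect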
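Material – AP2 appendage R879A on GSH beads · Buffer or medium – PBS with 0.05% Tween 20 and 0.1% BSA · Probe or stimulus – fluorescein-tagged arrestin peptide at 50 nM final · Incubation – compound with beads 12 min RT, then probe 1 h RT · Detection – high-throughput flow cytometry of beads, ex 488, em 535 nm · Evaluation – percent response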
AddAB inh = less growth of phage-infected E. coli with AddAB. E. coli expressing H. pylori AddAB, absorbance growth. inhibition, % at 11.9 µM. hit rate 0.29% among 330,000. AID 435030; in the data active = inhibition above about 12%;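 note: 0% = vehicle wells of infected cells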
PKA-R1A act = PKA-R1A complex activation; PKA-R1A dissociation, Cy5-IP20 fluorescence polarization; scaled: DMSO 0%, 113 µM cGMP 100%; activation, % at 11.4 µM; hit rate 0.083% among 340,000; AID 504707;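 active = percent activation above the mean of all tested compounds plus 3 SD, cut at about 19% in these data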;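 note: higher means more PKAc released from R1A so a rise in polarization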
SUMO Mot1 rescue = blocks SUMOylation pathway, rescuing yeast Mot1-301 growth | S. cerevisiae Mot1-301 growth rescue, ATP luminescence, 38.5C; percent above DMSO median, 100 means doubled | growth rescue, % at 18.8 µM | hit rate 1% among 320,000;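 active = every valid replicate shows activation above 250% relative to neutral control wells; inactive = the rest, any valid replicate at or below 250%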;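 note: OY570 slx delta 5 strain wells were the positive control but not used for scaling; some compounds called inactive have numbers as strong as hits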
phage Ecoli inh = E. coli growth loss with phage present; growth absorbance; inhibition, % at 11.9 µM; hit rate 0.26% among 360,000; in the data active = inhibition above about 11%
* marks the source's active call; other numbers are inactive results; nt = no result given.

1	CCCCc1cn([C@@H](CCCCNC(=O)OC(C)(C)C)C(=O)N2CCN(C(=O)OC(C)(C)C)CC2)nn1
2	COc1ccc(NC(=O)CSc2nnc(-c3ccccn3)n2N)cc1
3	CCOc1cc(-c2cc(-c3ccccc3)nc(N)c2C#N)ccc1O
4	COc1ccc(NC(=O)CSc2nc3c(c(=O)[nH]2)CCC3)cc1OC
5	CC1(c2cccc3ccccc23)OC(=O)c2ccccc21 (stereo unspecified)
6	COc1cccc(Cn2nnc3c(=O)[nH]c(C4CCCN(C(=O)c5ccccc5Cl)C4)nc32)c1 (stereo unspecified)
7	CC(=O)Nc1ccc(C(=O)Nc2nc(-c3cc(C)n(Cc4ccccc4)c3C)cs2)cc1
8	COc1ccc(C(=O)COC(=O)COc2cccc3c2OC(C)(C)C3)c(OC)c1

Screen / compound no.,1,2,3,4,5,6,7,8
MOR-DOR ag,-1.5,-3.3,-2.4,-2.1,-3.0,1.6,-2.5,-2.4
E coli growth,-1.6,-0.4,-0.6,-1.1,nt,-2.2,-1.7,0.9
Tat export inh,0,-12,6,-7,7,3,15,19
DSG3 Ab inh,102,106,99,105,95,107,98,111
PfHsp90 yeast 2,6,nt,2,-7,-1,3,5,3
OPRM1-OPRD1 inv,9,15,14,12,15,-9,13,12
Arr AP2 block,10,-4,-3,-9,13,21,-7,-6
AddAB inh,1.5,0.3,0.8,3.2,nt,-1.5,0.6,1.6
PKA-R1A act,-16,-8,1,-13,1,-9,-3,-6
SUMO Mot1 rescue,-14,0,3,6,nt,3,-9,1
phage Ecoli inh,1.2,0.5,2.3,1.4,3.3,3.1,-1.1,1.0

Another view of some results above.
cpd	canonical_smiles	MOR-DOR ag	E coli growth	Tat export inh	DSG3 Ab inh	PfHsp90 yeast 2	OPRM1-OPRD1 inv	Arr AP2 block	AddAB inh	PKA-R1A act	SUMO Mot1 rescue	phage Ecoli inh
5	CC1(c2cccc3ccccc23)OC(=O)c2ccccc21 (stereo unspecified)	-3.0	nt	7	95	-1	15	13	nt	1	nt	3.3
6	COc1cccc(Cn2nnc3c(=O)[nH]c(C4CCCN(C(=O)c5ccccc5Cl)C4)nc32)c1 (stereo unspecified)	1.6	-2.2	3	107	3	-9	21	-1.5	-9	3	3.1

More results follow:
9	COc1ccc(N2CCN(C(=O)c3ccc(Cn4nc(C)c([N+](=O)[O-])c4C)o3)CC2)cc1
10	COCCn1c(N)c(Sc2ccccc2)c(=O)[nH]c1=O
11	Cc1sc(N)c(C#N)c1C
12	O=C(CCNC(=O)c1ccccc1Cl)Nc1cccc(S(=O)(=O)N2CCOCC2)c1
13	O=C1CC(c2ccccc2)n2nc(NS(=O)(=O)c3ccccc3)nc2N1 (stereo unspecified)
14	Cc1ccc(S(=O)(=O)N2CCCC2CNC(=O)C(=O)NC2CCCC2)cc1 (stereo unspecified)
15	COc1ccc(-c2noc(-c3ccccc3Cl)n2)cc1OC
16	N#CCc1c(C#N)c(N)nc(N2CCCC2)c1C#N

Screen / compound no.,9,10,11,12,13,14,15,16
MOR-DOR ag,1.2,-5.0,1.1,-0.7,-3.9,-0.6,1.1,-2.2
E coli growth,nt,-1.5,-0.2,-3.2,0.8,0.0,-4.8,-0.4
Tat export inh,4,5,-6,1,3,7,4,-4
DSG3 Ab inh,nt,111,108,97,108,86,120,103
PfHsp90 yeast 2,7,-94,2,-7,-17,7,-20,8
OPRM1-OPRD1 inv,-7,26,-6,3,17,4,-6,12
Arr AP2 block,-9,-3,0,25,-1,13,10,8
AddAB inh,nt,3.6,5.8,-1.1,4.5,-1.5,0.8,4.4
PKA-R1A act,-2,6,4,2,-4,7,-13,9
SUMO Mot1 rescue,nt,5,3,-6,-21,-15,35,-10
phage Ecoli inh,2.4,1.1,2.1,1.3,1.5,2.4,2.5,2.6

Arranged by count of non-hydrogen atoms (smallest number first): some entries from above
15	COc1ccc(-c2noc(-c3ccccc3Cl)n2)cc1OC
13	O=C1CC(c2ccccc2)n2nc(NS(=O)(=O)c3ccccc3)nc2N1 (stereo unspecified)
14	Cc1ccc(S(=O)(=O)N2CCCC2CNC(=O)C(=O)NC2CCCC2)cc1 (stereo unspecified)
9	COc1ccc(N2CCN(C(=O)c3ccc(Cn4nc(C)c([N+](=O)[O-])c4C)o3)CC2)cc1

Screen / compound no.,15,13,14,9
MOR-DOR ag,1.1,-3.9,-0.6,1.2
E coli growth,-4.8,0.8,0.0,nt
Tat export inh,4,3,7,4
DSG3 Ab inh,120,108,86,nt
PfHsp90 yeast 2,-20,-17,7,7
OPRM1-OPRD1 inv,-6,17,4,-7
Arr AP2 block,10,-1,13,-9
AddAB inh,0.8,4.5,-1.5,nt
PKA-R1A act,-13,-4,7,-2
SUMO Mot1 rescue,35,-21,-15,nt
phage Ecoli inh,2.5,1.5,2.4,2.4

Next part
17	COC(=O)CCSc1nccn1Cc1ccccc1
18	COC(=O)c1ccc(NC(=O)c2ccc(NC(=O)C3CCCO3)cc2)cc1 (stereo unspecified)
19	Cc1ccc(Cn2cccc(NC(=O)CCC3CCCC3)c2=O)cc1
20	O=C(OCc1cncs1)c1ccccc1Cl
21	O=C(Nc1ccc2c(c1)OCCO2)c1cnc2ccccn2c1=O
22	CCN(CC)S(=O)(=O)c1cccc(-n2c(O)c(C=Nc3ccccc3C(=O)O)c3ccccc3c2=O)c1
23	O=C(O)CC1(CC(=O)Nc2cccc(C(=O)O)c2)CCCC1
24	CCCn1c(=O)c2c(C(F)(F)F)cc(-c3ccco3)nc2n(CCC)c1=O

Screen / compound no.,17,18,19,20,21,22,23,24
MOR-DOR ag,-0.8,-2.2,3.4,-0.9,-3.0,0.2,-1.6,-2.6
E coli growth,1.3,-0.2,1.8,1.2,0.9,0.4,-0.9,-1.3
Tat export inh,4,-13,13,5,-13,-5,-10,5
DSG3 Ab inh,103,96,104,98,105,98,99,111
PfHsp90 yeast 2,nt,16,-33,-38,21,13,13,-17
OPRM1-OPRD1 inv,4,12,-18,5,17,-1,7,15
Arr AP2 block,-6,-13,2,-1,5,6,33,0
AddAB inh,1.4,2.3,0.9,-0.2,0.6,2.8,2.7,1.6
PKA-R1A act,0,-7,-16,-10,-16,-7,-9,-8
SUMO Mot1 rescue,-7,-5,168,5,-13,-1,-8,-10
phage Ecoli inh,1.7,-1.9,1.8,3.4,0.6,2.5,-2.5,0.1

25	CC(Oc1ccccc1Cl)C(=O)N(Cc1cccs1)C1CCS(=O)(=O)C1 (stereo unspecified)
26	CC(C(=O)OCC(=O)c1ccc(F)cc1)N1C(=O)C2C3C=CC(C3)C2C1=O (stereo unspecified)
27	Cc1sc(NC(=O)COc2ccccc2)c(C#N)c1C
28	Cc1nn(CC(=O)NCCC2=CCCCC2)c(C)c1[N+](=O)[O-]
29	O=C1c2ccccc2NC(c2ccccc2Br)N1CCCN1CCOCC1 (stereo unspecified)
30	CC1C(=O)c2ccccc2CC1C(=O)O (stereo unspecified)
31	Cc1cccc(NC(=S)NCc2ccncc2)c1C
32	COc1cc(/C=N/OCC(=O)Nc2cc(C)on2)ccc1OCc1ccccc1

Screen / compound no.,25,26,27,28,29,30,31,32
MOR-DOR ag,-1.2,0.4,2.8,-1.9,0.3,-2.0,1.8,0.5
E coli growth,-1.6,1.2,0.2,1.3,0.5,nt,0.8,1.9
Tat export inh,4,8,2,-7,-4,-9,0,-7
DSG3 Ab inh,107,nt,105,98,99,113,93,114
PfHsp90 yeast 2,6,17,-20,nt,12,-9,15,-1
OPRM1-OPRD1 inv,7,-3,-15,12,-2,11,-12,-2
Arr AP2 block,10,3,7,-5,6,-5,5,-7
AddAB inh,0.9,3.9,1.3,0.9,4.1,nt,0.5,0.9
PKA-R1A act,-26,7,-4,-1,-10,-11,-4,1
SUMO Mot1 rescue,-15,-7,-6,5,65,nt,-5,-19
phage Ecoli inh,2.5,4.2,0.3,2.5,0.3,4.7,4.2,5.0

33	CCC(C)(C)NC(=O)C(c1cccn1C)N(C(=O)Cn1nnc2ccccc21)c1ccc(F)cc1 (stereo unspecified)
34	O=C(O)CCCC(=O)NCCCCc1ccccc1
35	COc1ccccc1Nc1nc(N2CCCC2)nc(N2CCOCC2)n1
36	Cc1ccc(S(=O)(=O)N2CCN(C(=O)C(C)Cn3cncn3)CC2)cc1 (stereo unspecified)
37	CC(C)(C)C(=O)Nc1ccc(N2CCN(S(C)(=O)=O)CC2)cc1
38	O=C(Cn1c(-c2ccc(Cl)cc2)noc1=O)N1CCN(c2ccccc2F)CC1
39	COC(=O)CSc1nc(C(C)C)nc2ccccc12
40	COc1ccc2c(COC(=O)CNC(=O)C34CC5CC(CC(C5)C3)C4)cc(=O)oc2c1

Screen / compound no.,33,34,35,36,37,38,39,40
MOR-DOR ag,-0.7,-0.8,0.3,0.5,-0.4,-0.3,-0.4,-0.5
E coli growth,1.1,-4.3,-2.1,-3.3,-0.1,-0.2,0.2,-2.2
Tat export inh,-2,0,3,1,-5,13,7,-5
DSG3 Ab inh,108,95,97,nt,88,95,109,115
PfHsp90 yeast 2,9,nt,-11,6,23,12,29,17
OPRM1-OPRD1 inv,4,5,-1,-3,3,2,2,3
Arr AP2 block,-5,1,4,7,26,8,-10,4
AddAB inh,0.2,-1.9,1.1,2.0,1.4,2.8,-0.5,1.5
PKA-R1A act,-7,-6,-3,6,7,12,-5,-1
SUMO Mot1 rescue,101,4,14,68,0,24,-4,3
phage Ecoli inh,3.3,3.5,2.3,-5.3,2.0,2.5,1.1,3.2

41	CN(C(=O)c1ccc2c(=O)n3c(nc2c1)CCCCC3)c1ccccc1
42	COc1ccc(CNC(=O)CN(C(=O)c2snc(C(N)=O)c2N)c2ccc(OC)c(OC)c2)cc1
43	COc1ccccc1-n1c(SCC(=O)N2CCCCC2)nnc1-c1ccccc1O
44	CC(C(=O)NCCS(=O)(=O)c1ccc(Cl)cc1)S(=O)(=O)c1ccccc1 (stereo unspecified)
45	CCc1nc2ccccc2c(C(=O)OCC(=O)N(CC(C)C)c2c(N)n(Cc3ccccc3)c(=O)[nH]c2=O)c1C
46	COc1cc(/C=N/n2c(COc3ccccc3)n[nH]c2=S)cc(OC)c1OC(C)=O
47	CC[C@H](C)[C@H](NC(N)=O)C(=O)Nc1ccccc1F

Screen / compound no.,41,42,43,44,45,46,47
MOR-DOR ag,-1.5,2.2,0.6,-1.8,-2.5,-3.2,-1.6
E coli growth,0.3,1.5,-4.5,-0.6,nt,0.6,-0.4
Tat export inh,-5,11,3,-1,-8,-14,3
DSG3 Ab inh,111,131,83,101,96,96,95
PfHsp90 yeast 2,14,-2,11,-8,8,-62,17
OPRM1-OPRD1 inv,8,-18,-4,9,16,16,7
Arr AP2 block,2,-9,8,12,-7,-23,25
AddAB inh,4.6,4.1,-0.9,1.6,nt,-0.7,-0.2
PKA-R1A act,-4,-4,-1,1,2,-5,-6
SUMO Mot1 rescue,3,-10,-3,-8,nt,176,2
phage Ecoli inh,2.2,-0.8,0.6,4.0,2.7,-1.9,2.0
